Screens (PubChem BioAssay)
RXFP1 antagonist: RXFP1 (human) relaxin receptor antagonism | Q9HBX9 | HEK293-RXFP1, relaxin-stimulated cAMP HTRF, 30 min; active compounds read low | activity change, negative = inhibition, % at 57.5 µM | 350,000 tested, 0.59% active;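 active = activity change of -60% or lower, but not beyond a set lower limit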; also: % is scaled to controls: 0 for no effect and ±100 for the full control effect
Target sequence (Q9HBX9 whole entry, looked up): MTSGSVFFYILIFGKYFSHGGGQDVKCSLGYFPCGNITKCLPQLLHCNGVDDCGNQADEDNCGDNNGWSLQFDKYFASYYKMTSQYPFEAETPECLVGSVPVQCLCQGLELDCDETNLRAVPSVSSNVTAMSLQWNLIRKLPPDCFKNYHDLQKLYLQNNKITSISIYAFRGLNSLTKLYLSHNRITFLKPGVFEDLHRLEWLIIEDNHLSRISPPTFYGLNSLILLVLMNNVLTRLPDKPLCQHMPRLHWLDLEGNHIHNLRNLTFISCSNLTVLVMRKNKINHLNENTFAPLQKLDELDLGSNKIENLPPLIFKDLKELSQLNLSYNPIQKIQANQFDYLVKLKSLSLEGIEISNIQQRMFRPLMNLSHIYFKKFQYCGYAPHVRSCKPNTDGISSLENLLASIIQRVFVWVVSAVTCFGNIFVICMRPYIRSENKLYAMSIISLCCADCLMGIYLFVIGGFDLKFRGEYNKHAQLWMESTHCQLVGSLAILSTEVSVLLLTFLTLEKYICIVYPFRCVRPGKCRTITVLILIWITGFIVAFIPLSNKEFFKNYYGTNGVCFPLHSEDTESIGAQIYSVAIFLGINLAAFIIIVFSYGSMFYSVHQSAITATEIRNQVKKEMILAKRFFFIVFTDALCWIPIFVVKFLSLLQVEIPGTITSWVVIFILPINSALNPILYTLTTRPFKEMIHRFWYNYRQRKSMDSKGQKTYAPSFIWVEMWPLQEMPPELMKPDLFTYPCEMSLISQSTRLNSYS
D2 potentiator: positive allosteric modulators of human D2 dopamine receptor | 340,000 tested, 0.34% active | potentiation, % at 10 µM | P14416 | HEK293 T-REx D2, calcium flux, EC20 dopamine potentiation | AID 485347;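 active = potentiation over 3 SD above the plate norm, cut at about 30% in these data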; also: 0% is about no effect
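Potentiation of an EC20 dopamine calcium response is measured in a force-coupled, tetracycline-inducible Hek293 Trex D2 line. Compound-only kinetic reads over 180 s flag agonists before dopamine addition.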
TRHR agonist: activates the human TRH receptor; P34981; TRHR cells, calcium flux fluo-8, FDSS agonist mode; activation, % at 2 µM; 360,000 tested, 0.18% active; AID 493084; also: 0% is about no effect
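Steps: seed TRHR cells overnight; add fluo-8 no-wash Ca dye, RT 30 min–1.5 h; record 10 s baseline; pin-transfer compounds; monitor fluorescence 1 cycle/s for the agonist window. Calcium increases flag candidate agonists.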
D2 agonist: D2 dopamine receptor (human) agonism. P14416. HEK293 T-REx D2 cells, calcium flux agonist mode. activation, % at 2 µM. 340,000 tested, 0.53% active. AID 485358;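 active = activation over 3 SD above normal in the single-dose calcium agonist read, cut at about 30% in these data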; also: 0% is about no effect
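Agonism is scored from calcium flux in a force-coupled, inducible HEK293 cell line expressing D2, read kinetically for 180 s after compound addition against dopamine controls.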
D1 PAM: human D1 dopamine receptor positive modulation; potentiation, % at 10 µM; P21728; 360,000 tested, 0.036% active; HEK293 TREx D1 cells, calcium flux, dopamine EC20 potentiation; in the data active = potentiation above about 30%; also: 0% is about no effect
D1 antagonist: antagonists of human D1 dopamine receptor; HEK293 TREx D1 cells, calcium flux, dopamine EC80; active compounds read low; activity change, negative = inhibition, % at 10 µM; 360,000 tested, 3.2% active; AID 504652; in the data active = activity change below about -30%; also: % is scaled to controls: 0 for no effect and ±100 for the full control effect
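Compound effects on dopamine-evoked calcium signalling were measured in tetracycline-induced HEK293 Trex D1 cells. Dopamine at EC80 followed a 180 s compound pre-read, and fluorescence was tracked kinetically for 180 s more.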
D1 ag: human D1 receptor agonism; HEK293 T-REx D1 cells, calcium flux, agonist mode; 360,000 tested, 1% active; activation, % at 2 µM; AID 504660; also: 0% is about no effect
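Tetracycline-induced HEK293 TREx D1 cells, force-coupled to calcium signalling, were dye-loaded with a no-wash calcium kit. Compound was pin-added after a 10 s baseline. Fluorescence was read kinetically at 1 cycle/s for 180 s, with calcium rises flagged as agonism.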
TRHR PAM: allosteric enhancers of human TRH receptor | 360,000 tested, 0.66% active | AID 493056 | enhancement, % at 2 µM | P34981 | TRHR cells, fluo-8 calcium fluorescence, EC20 TRH enhancement; in the data active = enhancement above about 30%; also: 0% is about no effect
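Enhancer read-out: after compound pinning and an initial kinetic agonist-mode read, an EC20 of TRH (10 nM final) was injected and fluo-8 calcium signal (Ex 480/Em 530) followed at 1 s/cycle for 100 cycles in TRHR-expressing cells.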
D2 antagonist: D2 dopamine receptor (human) antagonism; P14416; HEK293 TREx D2 cells, calcium flux, dopamine EC80; inhibition, % at 10 µM; 340,000 tested, 2% active; AID 485344; in the data active = inhibition above about 30%; also: 0% is about no effect
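Inhibition of EC80 dopamine-driven calcium flux, recorded kinetically, defines activity here; cells are a tetracycline-induced HEK293 T-REx line expressing force-coupled D2.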
An asterisk follows results filed as active; / = no result given; & = joins results of further samples; ! = a repeat was not active. Rule as the data show it, unless noted: active = activation above about 30%; inactive = the rest.

SMILES	RXFP1 antagonist	D2 potentiator	TRHR agonist	D2 agonist	D1 PAM	D1 antagonist	D1 ag	TRHR PAM	D2 antagonist
Cc1cccc(CC2S/C(=N/c3cccc(C)n3)NC2=O)c1 (stereo not drawn)	-13	4	0.3	0.7	-4	-23	5	7	-10
COC(=O)c1cc(NC(=O)c2sc3ncn(Cc4cccc(F)c4)c(=O)c3c2C)cc(C(=O)OC)c1	-2	19	0.4	-0.2	0	-3	2	4	/
Cc1oc2c(C)c3oc(=O)c(CCC(=O)NCCN4CCOCC4)c(C)c3cc2c1C	/	10	-0.3	0.3	-6	-1	-1	1	8
COC(=O)c1cn(Cc2cccnc2)c(=O)c2ccccc12	1	13	0.0	0.2	0	1	4	-1	-7
COC(=O)Cn1c(O)c(N=NC(=O)CNC(=O)COc2cccc(C)c2)c2ccccc21	-10	2	-1.9	-0.9	2	1	-1	0	-16
O=C(CCCCn1c(=O)[nH]c2ccccc2c1=O)NCCc1c[nH]c2ccccc12	/	13	-0.3	-0.8	1	-8	-3	1	5
Cc1ccc(C)c(N2CCN(C(=O)c3ccc4c(=O)n(CCc5ccccc5)c(=O)[nH]c4c3)CC2)c1	/	-12	0.2	0.0	4	-30*	-1	-1	/
Cc1ccc(NC(=O)CCN2C(=O)C3CCCCC3C2=O)c(O)c1 (stereo not drawn)	2	9	0.0	0.1	1	-1	2	-3	-26
O=C(NCc1nc2ccccc2[nH]1)C1=C[C@@H](c2ccccc2)C[C@@H](OCc2ccc(CO)cc2)O1	/	5	-0.2	0.9	-4	-3	-1	-4	3
O=c1c(-c2ccc(O)cc2)coc2cc(OC3OC(CO)C(O)C(O)C3O)cc(O)c12 (stereo not drawn)	/	-3	-1.2	1.2	-2	-7	-1	9	14
Cc1cc(C)n(-c2ccc(Cl)c(C(=O)Nc3ccc(OC(F)(F)F)cc3)n2)n1	-6	7	0.4	1.0	-1	-36*	1	2	-2
CCN(C(=O)COC(=O)CSc1ccc([N+](=O)[O-])cc1)C1CCS(=O)(=O)C1 (stereo not drawn)	-8	5	0.1	-0.3	-3	1	2	-5	0
CN(Cc1cnn(C)c1)C(=O)c1sc2cccc(Cl)c2c1Cl	0	14	-0.8	0.1	-3	2	1	3	-5
Cc1cc(CNC(=O)C2CCC(=O)N(CCc3cccc(F)c3)C2)nn1C (stereo not drawn)	-9	-3	0.8	0.4	-1	1	2	8	6
CCOC(=O)N1CCN(Cc2cn[nH]c2-c2ccc(-c3ccccc3)cc2)CC1	10	12	-2.3	-0.3	-2	7	1	9	-14
O=C(O)CCc1nnc2n(Cc3ccc(F)cc3)c(=O)c3ccccc3n12	-2	-20	3.0	1.2	/	-4	4	-2	-23
CCS(=O)(=O)N1CCN(C(=O)c2cccs2)CC1	8	3	0.4	0.8	1	14	1	3	-7
CSc1cccc(NCc2ccc([N+](=O)[O-])cc2)c1	2	/	-0.2	/	9	1	1	-12	/
Cc1cccc(-n2ccnc2SCC(=O)Nc2cccc3ccccc23)c1	/	-6	-0.8	0.2	-4	1	0	-3	/
O=C(NCC1CCCO1)C(=O)N/N=C\c1ccc2c(c1)OCO2 (stereo not drawn)	3	3	-0.7	-0.4	1	12	2	5	-23
N/C(=N\OC(=O)COc1ccc(Cl)cc1Br)c1ccncc1	-9	1	-0.3	-0.9	4	-2	4	-3	-1
Cc1ccc2c(c1)cc1c(=O)n(CC(=O)NCCCc3ccccc3)nc(C)n12	4	-4	0.2	-0.9	-4	10	2	-2	-4
O=C(Nc1ccccc1C(=O)Nc1ccncc1)c1ccccc1	1	-3	0.5	-0.5	-1	-5	-3	-3	-3
COc1cccc(CC2(CO)CCCN(Cc3cn[nH]c3C3CCCCC3)C2)c1 (stereo not drawn)	3	-11	0.3	0.2	-5	3	1	14	0
CS(=O)(=O)N1CCN(c2ccc([N+](=O)[O-])c(SCc3ccco3)c2)CC1	10	/	0.0	/	0	0	2	-6	/

7 entries from above, sorted by molar mass, descending:
SMILES	RXFP1 antagonist	D2 potentiator	TRHR agonist	D2 agonist	D1 PAM	D1 antagonist	D1 ag	TRHR PAM	D2 antagonist
CCN(C(=O)COC(=O)CSc1ccc([N+](=O)[O-])cc1)C1CCS(=O)(=O)C1 (stereo not drawn)	-8	5	0.1	-0.3	-3	1	2	-5	0
Cc1cc(C)n(-c2ccc(Cl)c(C(=O)Nc3ccc(OC(F)(F)F)cc3)n2)n1	-6	7	0.4	1.0	-1	-36*	1	2	-2
COc1cccc(CC2(CO)CCCN(Cc3cn[nH]c3C3CCCCC3)C2)c1 (stereo not drawn)	3	-11	0.3	0.2	-5	3	1	14	0
Cc1ccc2c(c1)cc1c(=O)n(CC(=O)NCCCc3ccccc3)nc(C)n12	4	-4	0.2	-0.9	-4	10	2	-2	-4
Cc1ccc(NC(=O)CCN2C(=O)C3CCCCC3C2=O)c(O)c1 (stereo not drawn)	2	9	0.0	0.1	1	-1	2	-3	-26
COC(=O)c1cn(Cc2cccnc2)c(=O)c2ccccc12	1	13	0.0	0.2	0	1	4	-1	-7
CCS(=O)(=O)N1CCN(C(=O)c2cccs2)CC1	8	3	0.4	0.8	1	14	1	3	-7

Next section.
SMILES	RXFP1 antagonist	D2 potentiator	TRHR agonist	D2 agonist	D1 PAM	D1 antagonist	D1 ag	TRHR PAM	D2 antagonist
O=C(NC1CCCCC1)C1CCCN(S(=O)(=O)c2cccs2)C1 (stereo not drawn)	-7	4	-1.4	-0.8	-4	14	5	-1	-1
CC1(C)CC(NC(=O)C(C)(C)Oc2ccc(Cl)cc2)CC(C)(C)N1	6	-2	0.4	-0.8	2	13	0	-24	-3
CSc1cccc(NC(=S)N2CCC(c3ccccc3)C2)c1 (stereo not drawn)	4	1	0.3	-1.5	12	12	5	1	-10
Cn1c(CNc2ccccc2)cc(=O)n(C)c1=O	-6	-4	-0.1	0.0	-4	3	1	6	-3
O=C(O)/C=C/c1ccc(O)c(O)c1	/	-3	-0.5	1.5	-4	-14	2	2	21
Cc1nnc2ccc(-c3ccc(NS(=O)(=O)c4ccccc4F)cc3)nn12	-18	5	0.1	0.1	0	13	3	3	-14
COc1cc(-c2cc(C(=O)NCc3ccc(S(N)(=O)=O)cc3)c3ccccc3n2)cc(OC)c1OC	-12	7	0.7	-2.3	13	10	2	-2	3
O=C(NCc1ccc2c(c1)OCO2)c1cc(Cl)ccc1Cl	-2	6	-0.4	-0.5	6	-25	1	-5	6
CCn1c(SCC(=O)Nc2nccs2)nnc1-c1cccnc1	-7	4	-0.8	0.5	2	-3	5	-3	0
Cc1csc(NC(=O)C2CC(=O)N(Cc3ccco3)C2)n1 (stereo not drawn)	-6	0	0.8	0.1	-1	-5	1	-2	11
CN(C)C(=O)c1cc(C(=O)c2ccc(Cl)cc2Cl)c[nH]1	3	2	0.4	-2.2	2	6	3	-2	4
COc1ccc(CNC(=O)c2ccccc2NC(=O)C2=CSCCO2)c(OC)c1	4	5	-0.7	-0.3	-1	6	1	-6	-17
O=C(Nc1cccc2ccccc12)c1ccc([N+](=O)[O-])cc1	3	-2	-0.6	0.6	-1	-4	2	-5	-3
Cc1sc2nc(-c3ccccc3)[nH]c(=O)c2c1-c1ccccc1	/	/	0.8	/	-9	-12	3	3	/
Cc1ccccc1NC(=S)C1=C(O)c2sccc2N(C)S1(=O)=O	3	-5	0.3	-0.3	-2	/	1	-14	26
O=C(/C=C/c1c(Cl)cccc1Cl)N1CCOCC1	0	/	0.2	/	-1	9	0	-1	/
O=C(Nc1ccc(F)cc1)Nc1ccc2c(c1)CCC2	9	13	0.6	-0.2	-7	-17	2	35*	14
c1cncc(-c2noc(C34CC5CC(CC(C5)C3)C4)n2)c1	0	0	0.2	-0.5	5	7	1	8	16
O=[N+]([O-])c1ccc(N2CCN(Cc3ccncc3)CC2)cc1	-1	-12	0.5	0.7	3	-5	6	-1	2
N#C/C(=C\c1cccnc1)c1nc2c(s1)CCCC2	13	-2	2.1	0.8	2	3	4	1	3
N#C/C(=C\c1ccccc1)C(=O)NC(=O)Oc1ccccc1	6	-16	1.2	0.8	0	-3	0	1	-18
O=S(=O)(c1cccc(-c2nnc3n2CCCCC3)c1)N1CCOCC1	-1	9	0.6	0.2	0	2	1	0	7
COc1cccc(NC(=O)C(=O)N/N=C(\C)CC(=O)Nc2ccc(NC(C)=O)cc2)c1	7	-4	-0.2	0.7	-4	3	1	7	2
O=C(Cn1ncc2c([nH]c3ccccc32)c1=O)NCc1cccc(Cl)c1	0	3	1.2	0.0	-2	-3	4	12	/
COc1cc(/C=N/NC(=O)c2ccc(CSc3nc4ccccc4[nH]3)cc2)cc(OC)c1OC	9	-2	-0.6	0.8	-10	-33*	11	4	2
The list continues:
SMILES	RXFP1 antagonist	D2 potentiator	TRHR agonist	D2 agonist	D1 PAM	D1 antagonist	D1 ag	TRHR PAM	D2 antagonist
CC(C)NCCCCOc1cccc(Br)c1	-13	-15	0.4	-0.1	-2	2	10	2	-18
CCc1ccc2oc(C(=O)Nc3nonc3CC)c(C)c2c1	2&-2	12	-1.0&0.9	-0.6&-0.8	-9&0	-38*!	7&2	-25&0	4
CCCC(NS(=O)(=O)c1ccc(-c2ccc(=O)[nH]n2)s1)c1cccs1 (stereo not drawn)	16	-2	-1.0	-0.8	-2	-14	3	-3	-6
COc1cc(-c2nc(Cc3c(F)cccc3Cl)no2)cc(OC)c1OC	-1	17	-0.6	1.7	-5	-20	-1	-11	-28
CCC(C(=O)N1CCCC1)n1nc(C)c2c(C)n(-c3ccccc3)nc2c1=O (stereo not drawn)	-3	-6	-0.7	4.6	-1	23	2	5	-5
C=CCOc1ccccc1/C=c1\sc2nc(=O)c(C)nn2c1=O	-14	-5	0.3	1.2	-2	-5	-1	-2	-16
NC1CCCCC1N=Cc1c(O)n(CCc2ccc(F)cc2)c(=O)[nH]c1=O (stereo not drawn)	-29	12	-1.6	0.3	-2	-5	4	4	3
NC1=NC(=O)/C(=C\c2cc([N+](=O)[O-])ccc2Cl)S1	-6	14	1.2	-1.2	0	-3	1	5	-12
CCc1ccc2nc(N3C(=O)c4oc5ccccc5c(=O)c4C3c3ccc(OC)c(OC)c3)sc2c1 (stereo not drawn)	/	-2	-0.4	0.2	-7	-2	3	1	24
O=C(c1cccc2c1-c1ccccc1C2)N1CCCCC1	-4	5	-1.3	-0.3	4	-2	0	1	9
Cc1ccc(C)c(NC(=O)CN(C)C(=O)c2ccccc2OCc2c(C)noc2C)c1	9	-3	-0.3	0.0	/	-4	-1	-1	-26
CC1=CC=CN2C1=NC(=O)CC2(C)C(=O)N(CC(=O)NC1CCCC1)c1cc(C)cc(C)c1 (stereo not drawn)	2	11	-1.4	-0.2	-10	-4	4	0	-6
C=CCOn1c(=O)c(-c2ccc(OCC)cc2)[n+]([O-])c2ccccc21	-11	13	-0.1	0.6	2	-2	1	2	0
CCSc1nnc(-c2ccccc2N)c(=O)[nH]1	-5	-5	0.0	0.1	-3	-11	1	-7	-2
CN(C(=O)CSc1nnc(Nc2ccccc2)s1)c1c(N)n(Cc2ccccc2)c(=O)[nH]c1=O	-6	16	0.5	-0.5	-1	15	-3	0	-10
Cc1ccc2[nH]c3c(=O)n(CC(=O)NCCCN4CCN(c5ccc(F)cc5)CC4)ncc3c2c1	3&2	-6&-7	-0.1&1.3	-0.1&1.0	-4&-5	1&11	3&2	-11&8	63*
